From PubChem BioAssay
Calpain2 inh: blocks pig calpain II enzyme activity | 0.37% of 220,000 active | purified calpain II, fluorogenic peptide substrate, 30 min | inhibition, % at 16 µM;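 active means inhibition above about 50%, limit read from the data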
eIF4E-4G inh: inhibitors of eIF4E and eIF4G interaction in translation initiation. P63073+Q04637. TR-FRET eIF4E-eIF4GI(517-606) binding, 2 h. inhibition, % at 21.7 µM. 0.37% of 220,000 active;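 active means inhibition above about 30%, limit read from the data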;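 further: 0% = full FRET control wells and 100% = background wells lacking eIF4GI fragment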
Target sequence (P63073 whole entry, looked up, the tested form may be a part): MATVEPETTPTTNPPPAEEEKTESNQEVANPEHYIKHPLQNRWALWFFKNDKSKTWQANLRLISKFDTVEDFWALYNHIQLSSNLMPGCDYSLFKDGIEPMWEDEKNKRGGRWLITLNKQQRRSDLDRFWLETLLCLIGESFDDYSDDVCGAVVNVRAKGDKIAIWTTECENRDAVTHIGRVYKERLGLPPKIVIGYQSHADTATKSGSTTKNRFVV
Target sequence (Q04637 whole entry, looked up, the tested form may be a part): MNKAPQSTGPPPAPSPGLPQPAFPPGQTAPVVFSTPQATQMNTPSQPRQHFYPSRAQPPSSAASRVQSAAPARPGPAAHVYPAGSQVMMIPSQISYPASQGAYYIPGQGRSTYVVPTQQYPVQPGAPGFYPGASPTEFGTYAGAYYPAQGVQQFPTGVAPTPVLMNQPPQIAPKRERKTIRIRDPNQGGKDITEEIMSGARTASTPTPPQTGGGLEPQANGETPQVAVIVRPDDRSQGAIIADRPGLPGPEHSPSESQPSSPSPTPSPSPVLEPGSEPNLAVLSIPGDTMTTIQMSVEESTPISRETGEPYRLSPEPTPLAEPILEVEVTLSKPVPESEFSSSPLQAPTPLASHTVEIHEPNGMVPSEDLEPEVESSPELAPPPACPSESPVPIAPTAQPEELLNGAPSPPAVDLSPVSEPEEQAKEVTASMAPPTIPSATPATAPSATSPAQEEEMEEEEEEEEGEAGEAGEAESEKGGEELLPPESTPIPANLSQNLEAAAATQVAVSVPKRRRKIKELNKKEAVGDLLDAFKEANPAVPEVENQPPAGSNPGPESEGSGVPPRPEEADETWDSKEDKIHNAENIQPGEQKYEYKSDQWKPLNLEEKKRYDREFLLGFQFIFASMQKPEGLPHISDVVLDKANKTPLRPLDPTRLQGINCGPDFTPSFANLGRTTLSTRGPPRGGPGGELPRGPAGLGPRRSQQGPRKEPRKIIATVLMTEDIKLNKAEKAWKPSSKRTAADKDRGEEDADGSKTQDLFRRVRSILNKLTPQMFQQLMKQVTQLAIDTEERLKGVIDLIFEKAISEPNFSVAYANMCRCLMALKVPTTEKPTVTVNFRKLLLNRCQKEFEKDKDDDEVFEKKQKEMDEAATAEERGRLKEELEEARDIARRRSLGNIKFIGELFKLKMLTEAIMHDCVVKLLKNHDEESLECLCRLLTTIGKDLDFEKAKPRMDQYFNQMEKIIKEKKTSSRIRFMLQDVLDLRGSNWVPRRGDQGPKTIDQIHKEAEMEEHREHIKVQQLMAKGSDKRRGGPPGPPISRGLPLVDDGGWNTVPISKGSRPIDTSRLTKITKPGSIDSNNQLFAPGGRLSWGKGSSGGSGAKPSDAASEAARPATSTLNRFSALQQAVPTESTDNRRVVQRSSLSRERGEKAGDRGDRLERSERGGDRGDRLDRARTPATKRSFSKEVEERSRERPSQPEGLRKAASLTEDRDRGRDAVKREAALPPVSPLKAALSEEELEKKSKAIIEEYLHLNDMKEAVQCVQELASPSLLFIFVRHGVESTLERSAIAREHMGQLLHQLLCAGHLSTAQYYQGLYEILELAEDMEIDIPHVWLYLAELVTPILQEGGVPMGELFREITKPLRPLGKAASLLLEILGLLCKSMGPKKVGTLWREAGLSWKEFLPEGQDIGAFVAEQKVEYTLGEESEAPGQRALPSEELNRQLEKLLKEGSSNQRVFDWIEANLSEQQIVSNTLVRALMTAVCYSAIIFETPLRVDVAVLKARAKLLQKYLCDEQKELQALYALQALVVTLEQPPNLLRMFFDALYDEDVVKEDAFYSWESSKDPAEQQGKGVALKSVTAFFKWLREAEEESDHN
PERK inh: human PERK inhibition, primary cell-based screen; Q9NZJ5; CHO PERK-DD fusion, SEAP luminescence translation reporter; inhibition, % at 5.6 µM; 0.17% of 220,000 active;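 active means inhibition above the mean inhibition of all tested compounds plus 3 SD, set separately per screening campaign, cut at about 2.9% in these data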;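 further: PERK kinase domain activated by AP20187 dimerizer at 100 nM; 0% = DMSO with dimerizer and 100% = rapamycin at 8.4 µM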
KCC2 mod: KCC2 (human) Cl- transport modulation; AID 1456; Q9H2X9; KCC2 cells, thallium flux FluoZin-2 fluorescence; B-score of Tl+ flux slope (higher = more flux/activation; lower = inhibition) at 10 µM; 2.2% of 190,000 active;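 active means thallium flux slope and its plate-corrected score both differing from the plate sample mean at a set confidence after two filtering rounds, in either direction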;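 further: slope of fluorescence scaled to starting intensity during 10 to 20 s after thallium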
L929 necroptosis: L929 zVAD cell death inhibition; viability rescue, % at 10 µM; 0.38% of 220,000 active; L929 zVAD necroptosis rescue, ATP luminescence, 24 h; with zVAD 60 µM; AID 1377;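 active means activation, scaled between plate controls, above about 75%, limit read from the data; inactive means activation under that limit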;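 further: 0% = zVAD with DMSO and 100% = DMSO alone without zVAD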
TNF death inh: blocks TNF-alpha induced death of Jurkat FADD-/- cells | Jurkat FADD-/- TNF necroptosis rescue, ATP luminescence, 24 h; 0 = TNF only, 100 = no-TNF cells | activation (protection from cell death), % at 10 µM | 0.068% of 220,000 active | AID 463075;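 active means activation, meaning protection from cell death, of at least 50% relative to plate controls; inactive means activation below 50%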;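 further: necroptosis triggered by 40 ng/mL TNF-alpha added together with compound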
Rad51 HR inh: blocks human Rad51 in homologous recombination; hRad51 DNA strand exchange, fluorescence dequenching; inhibition, % at 10 µM; 0.085% of 200,000 active;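 active means inhibition above 40% at the single screening dose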;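 further: 0% = DMSO control wells and 100% = blanks with heterologous ssDNA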
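Material: human Rad51–ssDNA filaments; Probe or stimulus: labelled 47-mer dsDNA for strand exchange; Doses: single 10 µM dose; Incubation: 37 °C 15-min filament assembly, 30-min compound preincubation, 15-min exchange; Technique: FRET fluorescence dequenching, excitation 485 nm, emission 520 nm; Measure: Fluorescence-based percent inhibition, control- and blank-normalised; Benchmarks: plate control and blank wells.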
MDM2 E3 inh: inhibitors of human Mdm2 E3 ubiquitin ligase; signal enhancement, % at 5 µM; cell-based MDM2 ubiquitination luciferase reporter, 2 h; 0 = plate control, 100 = twice control, blank-subtracted; AID 1230; 0.11% of 210,000 active;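 active means signal enhancement of 30% or more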;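 further: luminescence tracks abundance of the self-degrading MDM2-luciferase fusion protein; higher signal means inhibition of MDM2 E3 ligase activity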
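Buffer or medium: Cells held in DMEM | Assay system: Stable mammalian line carrying autodegrading MDM2–luciferase fusion reporter | Quantity: 2000 cells/well | Times: 4 h settle plus 2 h compound, 37 °C | Doses: One concentration, 5 µM, with 0.2% DMSO | Technique: Luminescence with SteadyLite reagent, 15 min at room temperature | Benchmarks: Plate controls and plate blanks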
EBV gp42 inh: inhibitors of Epstein-Barr virus glycoprotein 42 | inhibition, % (tested at 21.74 µM) | Fluorescence polarization binding assay, mP read-out | 0.42% of 220,000 active | AID 1085; in the data active means inhibition above about 50%
* hit, by the source's call; . = no result given; & = joins results of further samples; [ ] = another dose, or the depositor's remark.

#	Structure	Calpain2 inh	MDM2 E3 inh	PERK inh	eIF4E-4G inh	KCC2 mod
1	C[N+]12CCCCC1[C@@H](CO)CCC2 (some centres undefined)	0	-7	1.0	6	-0.57
2	CCCOC(=O)C1[C@H]2C(=O)N(CC3CCCO3)C[C@]23C=C[C@H]1O3 (some centres undefined)	-23	-2	1.2	7	.
3	Cc1noc(/C=C/c2cccs2)c1S(=O)(=O)N1CCC(C(=O)NCCCN2CCC(C)CC2)CC1	16	-17	0.2	1	-1.1
4	O=C(Nc1ccc(F)cc1F)C1CCN(C(=O)c2ccc(Br)cc2)CC1	-10	-11	0.8	5	0.4
5	CC(C)(C)c1ccc(OCCNC(=O)Cc2ccc(F)cc2)cc1	0	2	0.3	9	0.15
6	O=Nc1c(O)[nH]c2ccc(F)cc12	2	8	-0.1	-1	-0.069
7	O=C(Nc1nccs1)c1cccc(N2C(=O)c3cccc4c([N+](=O)[O-])ccc(c34)C2=O)c1	-248	-5	0.2	-40	-0.13
8	COCCNC(=O)CN(C(=O)Cn1nnc2ccccc21)c1cccc(C)c1C	-3	-4	0.6	2	-1.3
9	O=C(c1ccc(Oc2ccc(C(F)(F)F)cc2[N+](=O)[O-])cc1)N1CCOCC1	20	12	0.4	0	0.88
10	CCOC(=O)CCCN1CC(O)=C(c2nc3ccccc3s2)C1=N	4	-3	-1.0	6	-0.43
11	CC(=O)c1ccc(Cc2ncc(C(F)(F)F)cc2Cl)s1	7	-8	-1.4	.	.
12	COc1ccc(-c2[nH]n(-c3ccc([N+](=O)[O-])cc3)c(=O)c2C=NCCN2CCNCC2)cc1	-37	-6	0.2	1	-1.1
13	CC(=O)O[C@]1(C(C)=O)CC[C@H]2[C@@H]3C=C(C)C4=CC(=O)CC[C@]4(C)[C@H]3CC[C@@]21C	7&-8	.	-2.0&0.9	3&2	-2.8&-0.79
14	O=C(NCc1ccc(/C=c2\sc3n(c2=O)CCN=3)o1)C(=O)Nc1ccccc1	-83	-8	-0.3	23	-0.5
15	CC(=O)N1c2ccccc2C(C)(c2ccccc2)CC1(C)C (centres undefined)	18	-36	-0.7	-2	-0.63

#	TNF death inh	EBV gp42 inh	L929 necroptosis	Rad51 HR inh
1	-0.9	-72	-0.2	.
2	-1.1	-9	-0.5	0
3	-0.4	-17	-0.1	.
4	0.7	-11	0.8	-99
5	1.0	-5	0.4	-2
6	-0.7	-3	40	0
7	-15	20	36	.
8	0.7	2	2.1	-2
9	1.5	-21	0.9	16
10	-0.6	8	0.9	-1
11	7.3	-8	0.0	-2
12	-20	-16	3.0	17
13	-1.4	1&2	-0.4	2
14	-0.9	23	2.2	-19
15	0.9	-25	-0.3	-9

Next compounds follow:
#	Structure	Calpain2 inh	MDM2 E3 inh	PERK inh	eIF4E-4G inh	KCC2 mod
16	O=S(=O)(NCCOc1ccc(F)cc1)c1ccc2c(c1)OCCO2	-24	-11	1.6	-3	-0.058
17	O=C(CCNS(=O)(=O)c1cccs1)N1CCc2ccccc2C1	29	-14	-0.5	11	.
18	Cc1ccc(NC(=O)CCn2nc([N+](=O)[O-])cc2C)nc1	10	-8	0.1	2	1.1
19	C=CCN(CC=C)CC(O)Cn1c2ccccc2c2ccccc21 (centres undefined)	22	-4	-2.2	5	-0.35
20	CC1CCCCN1S(=O)(=O)c1ccc2c(c1)oc(=O)n2CC(=O)O (centres undefined)	-3	-16	0.4	0[fluorescence artefact?]	.
21	Cn1c(SCc2ccc(Cl)cc2)nc(C(F)(F)F)cc1=O	24	-17	-0.3	3	1.5
22	COc1ccc(S(=O)(=O)Nc2cc3c(cc2C(C)=O)OCO3)cc1	-6	-8	0.2	-1	-0.054
23	Cc1noc(COc2ccc(OCc3nc(C)no3)cc2)n1	8	7	0.2	-2	.
24	O=C(Nc1nc2ccccc2[nH]1)C1CCCC1	-26	-11	-0.7	-3	0.041
25	O=c1[nH]c2ccccc2c(O)c1SCCO	14	-8	-0.4	4	-0.15
26	O=S(=O)(CCSc1ccc(C(F)(F)F)cn1)c1ccccc1	22	-18	-0.1	6	-0.73
27	CC1=NNC(=O)C1CC(=O)N/N=C/c1ccc(C)o1 (centres undefined)	10	-6	-0.1	-2	-2.3
28	CC(=O)Nc1ccc(S(=O)(=O)NCC2CCC(C(=O)NCCC(C)C)CC2)cc1 (centres undefined)	24	-21	0.1	8	0.016
29	CC(=O)Nc1ccc(S(=O)(=O)Nc2nc3cc4c(cc3nc2Cl)OCCO4)cc1	-212	-11	1.1	2	.
30	CC(C)(C)NC(=O)CSc1nnc(-c2ccccn2)n1Cc1ccccc1	22	.	0.6	2	.

#	TNF death inh	EBV gp42 inh	L929 necroptosis	Rad51 HR inh
16	6.1	-15	1.9	11
17	-2.6	-5	0.1	-13
18	4.1	-11	.	11
19	1.7	2	-0.3	-1
20	0.5	-40	0.2	-3
21	-4.1	-13	0.0	-6
22	-4.6	-16	1.4	.
23	0.8	-14	1.1	8
24	1.0	1	9.0	-4
25	0.0	-14	-0.5	-12
26	3.0	-9	-0.5	-16
27	1.5	-6	-0.3	-14
28	-0.6	-5	1.1	-2
29	6.3	-15	0.8	-5
30	2.2	-8	0.0	27

The list continues:
#	Structure	Calpain2 inh	MDM2 E3 inh	PERK inh	eIF4E-4G inh	KCC2 mod
31	NC(=S)Nc1nccc(-c2cccs2)n1	-9	-2	1.7	0	0.28
32	CCn1c(-c2ccccc2Cl)nn(CC(=O)Nc2cc(Cl)ccc2Cl)c1=S	25	-12	0.1	-3	-0.34
33	O=C(Cc1cccs1)Nc1ccc(-c2nc3ccccc3[nH]2)cc1	-133	-13	0.4	-7	-0.78
34	CCn1cc(C(=O)N(CCC(C)C)c2c(N)n(Cc3ccccc3)c(=O)[nH]c2=O)c(=O)c2ccc(C)nc21	-2	-9	1.0	-2	.
35	CCc1ccc(NC(=O)c2cc(CC(C)C)on2)cc1	-10	-15	0.0	0	1.1
36	CCOC(=O)N1CCN(C(=O)Nc2cccc(Cl)c2)CC1	-25	-10	0.6	-31[fluorescence artefact?]	.
37	Cc1nc2ccccc2n1CCC(=O)O	-19	-2	-0.4	-5	.
38	Cc1cc(C)n2nc(C(=O)N/N=C/c3ccc(Cl)cc3)nc2n1	28	-12	0.1	-3	-0.66
39	Cc1cccc(N=C2NN=C(c3c[nH]c4ccccc34)CS2)c1	-22	-1	0.0	1[fluorescence artefact?]	0.13
40	COc1ccc(C(=O)N2CCc3cc(OC)c(OC)cc3C2c2cccc([N+](=O)[O-])c2)cc1OC (centres undefined)	-79	-5	-0.7	-16	.
41	COc1ccccc1NS(=O)(=O)c1cccc2nsnc12	22	-12	2.2	0	0.036
42	COC(=O)c1cccc(C23CC4(C2)[C@H](CN(Cc2cccnc2)[C@@H]4c2ccccc2)C3c2ccccc2)c1 (some centres undefined)	-7	-1	.	-2	0.54
43	Cn1c(=O)c2c(O)cc(=O)[nH]c2n(-c2ccccc2)c1=O	-22	0	-0.2	3	1
44	CC(C)Oc1ccccc1C(=O)NC(CO)C(=O)O (centres undefined)	-15	.	2.1	3	0.59
45	Cc1ccccc1-n1nnnc1SCC(=O)NCC1CCCO1 (centres undefined)	19	-26	0.3	0	1.1

#	TNF death inh	EBV gp42 inh	L929 necroptosis	Rad51 HR inh
31	-3.3	-1	1.5	41*
32	0.4	-11	-0.2	5
33	-3.5	-8	0.8	7
34	-3.6	-16	0.1	2
35	4.5	-18	13	8
36	1.1	-10	-0.3	-2
37	1.3	-3	1.8	-1
38	0.9	-9	-0.3	3
39	2.1	-28	35	-5
40	-3.5	-6	-0.4	8
41	0.8	-12	-0.5	12
42	0.0	-26	0.5	-4
43	0.8	-12	0.8	.
44	-0.1	-6	0.2	.
45	0.4	-6	0.1	-10

Random excerpt: 4 entries already listed, in no set order.
#	Structure	Calpain2 inh	MDM2 E3 inh	PERK inh	eIF4E-4G inh	KCC2 mod
36	CCOC(=O)N1CCN(C(=O)Nc2cccc(Cl)c2)CC1	-25	-10	0.6	-31[fluorescence artefact?]	.
32	CCn1c(-c2ccccc2Cl)nn(CC(=O)Nc2cc(Cl)ccc2Cl)c1=S	25	-12	0.1	-3	-0.34
40	COc1ccc(C(=O)N2CCc3cc(OC)c(OC)cc3C2c2cccc([N+](=O)[O-])c2)cc1OC (centres undefined)	-79	-5	-0.7	-16	.
34	CCn1cc(C(=O)N(CCC(C)C)c2c(N)n(Cc3ccccc3)c(=O)[nH]c2=O)c(=O)c2ccc(C)nc21	-2	-9	1.0	-2	.

#	TNF death inh	EBV gp42 inh	L929 necroptosis	Rad51 HR inh
36	1.1	-10	-0.3	-2
32	0.4	-11	-0.2	5
40	-3.5	-6	-0.4	8
34	-3.6	-16	0.1	2

The results go on.
#	Structure	Calpain2 inh	MDM2 E3 inh	PERK inh	eIF4E-4G inh	KCC2 mod
46	C=CCOc1c(Br)cc(CNc2ccc(NC(=O)C(C)C)cc2)cc1OCC	25	-10	0.8	0[fluorescence artefact?]	-0.87
47	CC(CN1CCOCC1)c1ccccc1 (centres undefined)	1	1	2.1	-6[fluorescence artefact?]	-0.12
48	C=C(C)[C@@H]1CC[C@]2(C(=O)O)CC[C@]3(C)[C@H](CC[C@@H]4[C@@]5(C)CC[C@H](O)C(C)(C)[C@@H]5CC[C@]43C)[C@@H]12	-36	0	.	1	0.34
49	N#CC1=C(N)OC(c2ccccc2)=C(C#N)C1c1ccc2c(c1)OCO2 (centres undefined)	20	2	0.7	-3[fluorescence artefact?]	.
50	CC1=NN(c2ccccc2)C(=O)/C1=C\c1ccc(Br)s1	16	-19	0.6	2	0.44
51	COc1ccc(C2C(C(=O)O)CC(=O)N2C2CCCCC2)cc1 (centres undefined)	-13	-9	0.1	3	0.12
52	CC1CCCN(CC(O)CN)C1 (centres undefined)	-9	0	1.5	2	0.012
53	COc1ccc(NC(=S)NC(NC(=O)c2cccc(C)c2)C(Cl)(Cl)Cl)c([N+](=O)[O-])c1 (centres undefined)	-4	8	-0.3	-6	0.057
54	Cn1c(=O)oc2cc(S(=O)(=O)N3CCCC(C(=O)NCc4cccs4)C3)ccc21 (centres undefined)	-5	-8	-0.5	1	0.029
55	CC(C)C1N(C(=O)CN2CCCC2)CCN1S(=O)(=O)c1ccccc1 (centres undefined)	-1	20	-0.1	5[fluorescence artefact?]	.
56	O=c1cc(O)c(-c2ccc(Cl)c(Cl)c2)c(Cl)[nH]1	-59	18	0.3	3	-0.88
57	CCCSc1nnc(Nc2ccccc2C)s1	-12	-14	0.7	-3	0.22
58	N#CC(c1ccc(Cl)nn1)c1ccc(Cl)cc1Cl (centres undefined)	-11	-7	-0.4	2[fluorescence artefact?]	-0.14

#	TNF death inh	EBV gp42 inh	L929 necroptosis	Rad51 HR inh
46	-7.7	1	0.4	-26
47	-0.8	-14	-0.1	0
48	1.6	-7	0.3	-1
49	-2.1	0	-0.3	-5
50	-2.6	4	-0.4	-2
51	-1.1	-12	-0.3	10
52	-0.2	-3	-0.8	-2
53	-1.7	-13	0.2	1
54	-0.8	-1	-0.5	1
55	-0.5	-16	-0.5	0
56	-0.2	-17	12	-5
57	3.1	-7	0.0	-6
58	16	-6	1.0	4
